Arr AP2 block: inhibitors of beta-arrestin/AP2 binding, primary screen, biochemical, GPCR trafficking, flow cytometry; FITC-arrestin peptide / GST-AP2 beads; AP2 beta2 appendage carries R879A mutation; inhibition, % at 10 µM; hit rate 0.31% among 340,000;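 active = inhibition above a set limit, near 3 SD of compounds lacking own fluorescence, cut at about 54% in these data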;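 note: plate controls were DMSO wells for no effect and 5 µM unlabelled arrestin peptide for full effect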
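Material – GST-tagged AP2 beta2-adaptin appendage (R879A) on 4 µm glutathione beads · Probe or stimulus – fluorescein-tagged arrestin peptide at 50 nM final · Timing – 12 min plus 1 h, RT · Detection – bead flow cytometry, FITC channel · Read-out basis – inhibition as reduced fluorescein signal on beads, percent · Medium – PBS plus Tween 20 (0.05%) and BSA (0.1%)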
SR-BI DiI-HDL act: activators of SR-BI mediated DiI-HDL uptake, primary screen, ldlA[mSR-BI] CHO cells, DiI fluorescence | 3 h; 100 = double the neutral-control signal | activation, % at 12.5 µM | hit rate 0.096% among 320,000;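 active = mean replicate activation of at least 60% and every replicate at or above 60%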;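 note: 0% = median plate neutral-control signal and 100% = twice that signal; values of inactives mirror those of a sister screen read the other way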
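Assay system: LDL receptor-deficient CHO ldlA cells overexpressing murine SR-BI / Medium: BSA-supplemented, HEPES-buffered Ham's F12, pH 7.4 / Probe or stimulus: DiI-labelled HDL at 10 µg/mL final / Timing: compound with DiI-HDL co-incubation, 3 h at 37 °C / Technique: bottom-read cell fluorescence after medium removal, ex 550/em 595 nm / Measure: HDL uptake via cellular fluorescence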
SR-BI DiI inh: inhibitors of SR-BI mediated HDL lipid uptake, primary screen, ldlA[mSR-BI] cells, fluorescence, single point; Scavenger receptor class B member 1 (Mus musculus), Q61009; ldlA[mSR-BI] CHO cells, DiI-HDL uptake fluorescence, 3 h; inhibition, % at 12.5 µM; hit rate 0.96% among 320,000; AID 488896, 2010;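 active = mean replicate inhibition of at least 70% and a set share of replicates each scoring 70 or more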;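 note: 0% = median of neutral control wells and 100% = median of positive control wells; values of inactives mirror those of a sister screen read the other way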
Target sequence (Q61009 whole entry, looked up): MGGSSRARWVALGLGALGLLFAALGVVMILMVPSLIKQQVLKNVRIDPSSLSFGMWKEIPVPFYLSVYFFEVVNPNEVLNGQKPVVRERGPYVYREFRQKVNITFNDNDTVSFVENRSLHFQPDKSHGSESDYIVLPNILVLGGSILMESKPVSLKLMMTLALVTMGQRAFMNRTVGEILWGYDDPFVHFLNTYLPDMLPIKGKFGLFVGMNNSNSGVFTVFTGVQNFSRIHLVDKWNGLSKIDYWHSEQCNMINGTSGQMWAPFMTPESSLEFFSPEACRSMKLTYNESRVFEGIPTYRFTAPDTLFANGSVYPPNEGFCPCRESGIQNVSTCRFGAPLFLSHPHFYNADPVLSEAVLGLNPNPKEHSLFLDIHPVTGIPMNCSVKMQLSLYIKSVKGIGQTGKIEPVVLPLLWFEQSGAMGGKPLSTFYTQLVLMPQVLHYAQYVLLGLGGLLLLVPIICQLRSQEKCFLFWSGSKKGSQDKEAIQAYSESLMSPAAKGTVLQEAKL
MITF act: activators of MITF-driven TRPM1 promoter reporter, primary screen, cell-based, SK-MEL-5, luciferase, single point. SK-MEL-5 TRPM1-promoter luciferase, 24 h; % of positive control, neutral wells = 0. AID 588334, 2011. hit rate 0.75% among 300,000. activation, % at 12.5 µM;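 active = mean activation of at least 80% with every replicate also reaching 80%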;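 note: 0% = neutral control wells and 100% = parthenolide positive control wells; values of inactives mirror those of a sister screen read the other way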
SUMO Mot1 rescue: yeast Mot1-301 growth rescue at high temperature, primary screen, SUMOylation pathway inhibitor project, S. cerevisiae, ATP luminescence, 38.5C; S. cerevisiae Mot1-301 growth rescue; percent above DMSO median, 100 means doubled; growth rescue, % at 18.8 µM; hit rate 1% among 320,000; AID 2716, 2010;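 active = every valid replicate shows activation above 250% relative to neutral control wells; inactive = the rest, any valid replicate at or below 250%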;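 note: OY570 slx delta 5 strain wells were the positive control but not used for scaling; some compounds called inactive have numbers as strong as hits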
DSG3 Ab inh: inhibitors of pemphigus antibody binding to DSG3, primary screen, biochemical, bead-based, flow cytometry, scFv-GFP. Desmoglein-3 (Homo sapiens), P32926. DSG3-coupled beads, scFv-anti-DSG3-GFP binding; active compounds read low. binding (percent of control), % at 10 µM. hit rate 0.48% among 310,000;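 active = binding more than 3 SD below its plate's average and above zero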;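 note: hits lower antibody fragment binding to DSG3; some compounds called inactive have numbers as strong as hits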
dFosB activator: activators of delta FosB homodimer, primary screen, biochemical, fluorescence polarization, TAMRA-CDK5 oligo, single point; Protein FosB (Mus musculus), P13346; purified delta FosB; percent of positive-control signal above neutral wells; activation, % at 25 µM; hit rate 0.99% among 340,000;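 active = mean activation above about 17%, with every replicate also reaching it, limit read from the data, passing the limit was not always enough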;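 note: fluorescence polarization rise as delta FosB binds a TAMRA Cdk5 AP-1 oligo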
Target sequence (P13346 whole entry, looked up): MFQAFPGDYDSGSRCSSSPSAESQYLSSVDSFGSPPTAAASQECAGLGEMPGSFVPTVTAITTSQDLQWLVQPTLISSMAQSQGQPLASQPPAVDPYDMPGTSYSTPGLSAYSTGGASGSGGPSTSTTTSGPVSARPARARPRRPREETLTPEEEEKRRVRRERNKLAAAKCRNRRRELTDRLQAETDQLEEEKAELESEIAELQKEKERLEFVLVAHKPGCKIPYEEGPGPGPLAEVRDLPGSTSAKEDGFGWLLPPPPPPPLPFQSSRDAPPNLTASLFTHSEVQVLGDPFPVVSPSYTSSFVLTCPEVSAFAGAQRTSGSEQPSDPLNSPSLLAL
PKA-R1A act: activators of PKA-R1A holoenzyme, primary screen, biochemical, fluorescence polarization, Cy5-IP20, bovine R1A, mouse PKAc; cAMP-dependent protein kinase type I-alpha regulatory subunit (Bos taurus) + …; PKA-R1A dissociation; scaled: DMSO 0%, 113 µM cGMP 100%; activation, % at 11.4 µM; hit rate 0.083% among 340,000;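 active = percent activation above the mean of all tested compounds plus 3 SD, cut at about 19% in these data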;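 note: higher means more PKAc released from R1A so a rise in polarization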
PKA-R2B activ: activators of PKA-R2B holoenzyme, primary screen, biochemical, fluorescence polarization, Cy5-IP20, human | cAMP-dependent protein kinase catalytic subunit beta (Homo sapiens) + cAMP-dependent … | PKA-R2B holoenzyme dissociation; R2B truncated from residue 108, S112A mutant; 0% DMSO only, 100% 113 µM cGMP | activation, % at 11.4 µM | hit rate 0.079% among 340,000 | AID 504700, 2011;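 active = activation above a cutoff set at the mean over all compounds plus 3 SD, cut at about 18% in these data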;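 note: higher means more holoenzyme dissociation and a rise in polarization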
CDK5 inh: inhibitors of human CDK5/p35 kinase, primary screen, biochemical, single concentration; AID 488839, 2010; Recombinant CDK5/p35, ADP-Glo luminescence, 60 min; inhibition, % at 10 µM; Cyclin-dependent kinase 5 (Homo sapiens) + Cyclin-dependent kinase 5 activator 1 (Homo …; hit rate 0.01% among 330,000;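 active = highest replicate inhibition of at least 50% and at least 75% of replicates reaching 50%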;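 note: plate controls were DMSO neutral control for no effect and GW8510 at 10 µM for full effect; many of its hits are not listed in these tables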
NSD2 inh: NSD2 histone methyltransferase inhibitors, primary screen, biochemical, AlphaScreen, single concentration, set 2; NSD2 peptide methylation, 120 min; hit rate 0.54% among 310,000; Histone-lysine N-methyltransferase NSD2 (Homo sapiens), O96028; AID 743445, 2014; inhibition, % at 12.5 µM; in the data active = inhibition above about 50%
* = called active by the depositor; x = not tested or not shown.

SMILES | Arr AP2 block | SR-BI DiI-HDL act | SR-BI DiI inh | MITF act | SUMO Mot1 rescue | DSG3 Ab inh | dFosB activator | PKA-R1A act | PKA-R2B activ | CDK5 inh | NSD2 inh
O=C(CC(=O)Nc1nc(C23CC4CC(CC(C4)C2)C3)cs1)NCCO | 1 | 22 | -22 | 2 | -35 | 112 | -18 | -5 | 8 | -0.4 | 0
CC(C(=O)Nc1ccc(S(=O)(=O)N2CCCC2)cc1)N1CCN(C(=O)c2ccco2)CC1 (configuration not stated) | -2 | 31 | -31 | x | -8 | x | -7 | -10 | -13 | -0.8 | x
CCOc1ccccc1C1N(c2ccc(OC)cc2)C(=O)C2CCCN21 (configuration not stated) | 13 | -1 | 1 | -5 | 7 | 109 | 2 | 3 | 6 | -0.4 | x
CC1CCCC(C)N1C(=O)COC(=O)CNC(=O)c1ccc(Cl)cc1Cl (configuration not stated) | -3 | 20 | -20 | 3 | 3 | 103 | -2 | -15 | 3 | -3.9 | 1
Cc1nc2cc(NCc3nc4ccccc4n3Cc3ccccc3)ccc2n1C | 28 | 2 | -2 | 34 | x | 104 | -12 | -6 | 0 | -1.2 | 6
O=C(Nc1ccc(Cl)c(Cl)c1)N1CCSC1c1ccco1 (configuration not stated) | 25 | -10 | 10 | -7 | 3 | 100 | -9 | -5 | 5 | -0.3 | 10
O=C(NCc1ccc(F)cc1)C1CCCN1C(=O)NCc1ccccc1 (configuration not stated) | 25 | 36 | -36 | -11 | 121 | 97 | -4 | -11 | 1 | 0.0 | 0
C(=Cc1cccnc1)c1ccncc1 | -16 | 18 | -18 | 16 | x | 92 | -2 | -3 | -6 | 4.5 | -4
COc1ccc(NC(=S)N(CCCN2CCOCC2)Cc2cn(C)c3ccccc23)cc1OC | 24 | -22 | 22 | -7 | 19 | 100 | -10 | -1 | -6 | 0.7 | 2
COc1ccccc1CNC(=O)c1ccccc1NS(C)(=O)=O | 17 | 6 | -6 | -9 | x | 99 | -1 | -5 | 1 | -0.9 | 0
COc1cccc(Nc2nc(-c3sc(NC(=O)c4ccccc4)nc3C)cs2)c1 | 29 | -70 | 70 | -16 | -20 | 94 | 3 | 0 | -5 | 0.8 | x
O=C(c1ccc2c(c1)N(Cc1ccccc1F)C(=O)c1ccccc1S2(=O)=O)N1CCCC1 | -25 | 6 | -6 | -19 | 3 | x | -7 | -7 | 1 | -0.6 | 3
COc1ccc(C(=O)NC(=S)Nc2ccc3c(c2)Cc2ccccc2-3)cc1 | -1 | -21 | 21 | -18 | -10 | 114 | 1 | -2 | -9 | 0.6 | 2
NC(CSC(c1ccccc1)(c1ccccc1)c1cccc2ccccc12)C(=O)O (configuration not stated) | -2 | -13 | 13 | 3 | x | 95 | -15 | 0 | 3 | 0.1 | 2
COc1cc(=O)[nH]c(SCc2c(F)c(F)c(F)c(F)c2F)n1 | -8 | 3 | -3 | -11 | 6 | 101 | 2 | -7 | -7 | 2.3 | -4
CCN(CCCNC(=O)Cn1ncc2c([nH]c3ccc(C)cc32)c1=O)c1ccccc1 | -10 | 15 | -15 | 3 | -1 | x | -4 | -1 | -3 | 1.3 | -2
O=C(CCc1nnc2ccc(NCc3ccco3)nn12)N1CCN(c2ccccc2F)CC1 | 44 | x | 25 | 3 | 251 | 103 | -12 | -2 | -12 | 0.2 | 6
Cc1ccccc1C(=O)NC(=S)Nc1ccccc1C(F)(F)F | 12 | 4 | -4 | -3 | x | 102 | 7 | -11 | -11 | 1.6 | 1
Fc1cccc(CO/N=C/c2c(-c3ccccc3)nc3ccc(Cl)cn23)c1 | 2 | -25 | 25 | 25 | 437 | 101 | -1 | -5 | 6 | 0.1 | -1
CCOC(=O)C1CCN(C(=O)Nc2ccc3snnc3c2)CC1 | 6 | 11 | -11 | -1 | -2 | 103 | -8 | -5 | -7 | -0.9 | -1
COc1ccc(C(=O)NC(=S)Nc2ccc3oc(=O)ccc3c2)cc1[N+](=O)[O-] | 2 | -5 | 5 | -2 | 147 | x | 5 | -9 | -9 | 0.3 | 0
Cc1nc2sccn2c(=O)c1S(=O)(=O)N1CCN(c2ccc(F)cc2)CC1 | 26 | -8 | 8 | x | -10 | 100 | -10 | -4 | -5 | 2.0 | x
COc1ccc(C)cc1NC(=O)CCCNC(=O)Cn1cnc2sc(C)c(C)c2c1=O | 2 | -78 | 78* | -4 | -16 | x | -3 | 7 | 0 | -0.4 | 1
COc1ccc(OC)c(/C=C2\SC(=S)N(Cc3cccnc3)C2=O)c1 | 20 | -30 | 30 | -4 | x | 104 | 4 | 15 | -4 | -0.1 | 3
CN(c1ccccc1)S(=O)(=O)c1cccc(NC(=O)Cc2n[nH]c(=O)c3ccccc23)c1 | 6 | 2 | -2 | -17 | 7 | x | -9 | -1 | 1 | 0.7 | 1

(next part)
SMILES | Arr AP2 block | SR-BI DiI-HDL act | SR-BI DiI inh | MITF act | SUMO Mot1 rescue | DSG3 Ab inh | dFosB activator | PKA-R1A act | PKA-R2B activ | CDK5 inh | NSD2 inh
Cc1ccccc1OCCCN1C(=O)C(=O)c2cccc(C)c21 | 1 | -14 | 14 | 13 | 8 | 96 | -21 | -7 | 0 | -5.4 | x
CCOC(=O)N1CCN(c2cc(NCCC(=O)O)c3c4c(onc24)-c2ccccc2C3=O)CC1 | 26 | -47 | 47 | -13 | -51 | 92 | -23 | -16 | -20 | 4.4 | x
CCOC(=O)c1c(NC(=O)c2cccs2)sc2c1CCC2 | -6 | -3 | 3 | 8 | -1 | 107 | -7 | -2 | -8 | 0.0 | 3
COc1ccc(S(=O)(=O)NC(C)C(=O)NCC2CCCO2)cc1OC (configuration not stated) | 9 | x | x | x | 6 | 110 | 1 | -5 | 0 | -6.3 | -2
CCCCN(C(=O)c1ccc(C)c(S(=O)(=O)N2CCOCC2)c1)c1c(N)n(CC(C)C)c(=O)[nH]c1=O | 6 | -6 | 6 | -6 | -7 | 110 | -9 | 1 | 3 | -1.1 | -2
O=C(CSc1ncn(-c2ccccc2)n1)Nc1nccs1 | -27 | 16 | -16 | x | 11 | 93 | 5 | -2 | -8 | -1.8 | 1
O=C(OCc1ccccc1)N1CCC2CC1c1cc(NCCc3ccccc3)ccc12 (configuration not stated) | 16 | -19 | 19 | 24 | x | 93 | -2 | -5 | -3 | -0.1 | x
COC(=O)c1ccc(N2CCN(S(=O)(=O)c3ccc(Br)cc3)CC2)c([N+](=O)[O-])c1 | 18 | -36 | 36 | -17 | -4 | x | 0 | -3 | -2 | 0.3 | 14
O=C(CN(C(=O)CCNC(=O)c1ccco1)c1ccccc1)NC1CCCC1 | -4 | 30 | -30 | x | 1 | 106 | -6 | -15 | -6 | -0.3 | 1
COc1ccc(Cl)cc1NC(=O)CSc1nnc(Cn2c(=O)sc3ccccc32)n1C | -4 | -49 | 49 | -2 | 40 | 110 | -2 | 5 | 0 | 2.3 | x
C(=C\c1ccccc1)/C=N/n1cnnc1 | 1 | 0 | 0 | -11 | -11 | 100 | -3 | -3 | -4 | 0.5 | -2
COC(=O)c1cc(Br)c(=O)n(Cc2ccc3c(c2)OCO3)c1 | 24 | 1 | -1 | -5 | -12 | 95 | 1 | 7 | 1 | -0.1 | -1
O=C(NCCO)c1ccc(CSc2nc3ccccc3[nH]2)cc1 | 2 | 33 | -33 | 15 | -12 | x | 1 | -11 | -4 | 2.0 | -2
CCNC(=O)CC(=O)Nc1ccccc1C(=O)O | 10 | -7 | 7 | -10 | 6 | 103 | 0 | -6 | -20 | -1.0 | -3
COC(=O)c1ccc(COc2ccc(-c3nnn(CC(N)=O)n3)cc2)cc1 | 11 | 34 | -34 | 5 | 14 | 101 | -6 | 0 | -4 | -0.5 | -1
Cc1cc(C)c(C#N)c(SCC(=O)Nc2ccccc2)n1 | 29 | -20 | 20 | 66 | 11 | 105 | 4 | -9 | -2 | 1.9 | -1
CCN(NC(=O)C(O)(c1ccc(F)cc1)c1ccc(F)cc1)C(=O)c1ccccc1 | 13 | -5 | 5 | 17 | 128 | 101 | -2 | -4 | 4 | 2.6 | -5
CCOC(=O)N1CCN(C(=O)c2ccccc2N(Cc2ccccc2)S(=O)(=O)c2ccccc2)CC1 | -12 | x | x | -1 | -20 | x | -10 | 8 | 3 | 0.2 | 6
COc1nc(NS(=O)(=O)c2ccc(C)cc2)nc(C)c1Cl | -2 | -2 | 2 | -11 | -7 | 98 | -5 | -8 | -1 | -1.5 | 0

One compound at a time, from the list above:
Results for `CCOC(=O)N1CCN(C(=O)c2ccccc2N(Cc2ccccc2)S(=O)(=O)c2ccccc2)CC1` : Arr AP2 block = -12; SR-BI DiI-HDL act = x; SR-BI DiI inh = x; MITF act = -1; SUMO Mot1 rescue = -20; DSG3 Ab inh = x; dFosB activator = -10; PKA-R1A act = 8; PKA-R2B activ = 3; CDK5 inh = 0.2; NSD2 inh = 6
Results for `Cc1ccccc1OCCCN1C(=O)C(=O)c2cccc(C)c21` : Arr AP2 block = 1; SR-BI DiI-HDL act = -14; SR-BI DiI inh = 14; MITF act = 13; SUMO Mot1 rescue = 8; DSG3 Ab inh = 96; dFosB activator = -21; PKA-R1A act = -7; PKA-R2B activ = 0; CDK5 inh = -5.4; NSD2 inh = x

High-throughput results from PubChem BioAssay.
